E-sel TNF inh: E-selectin induction blockers in HUVEC – imaging, immunofluorescence, high content, primary screen | HUVEC TNFa-induced E-selectin immunofluorescence | AID 1246, 2008 | 120,000 tested, 0.71% active | inhibition, % at 2 µM;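 active = inhibition above the batch mean plus 3 SD, and confirmed as a hit on visual image review, cut at about 43% in these data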;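 note: 0% = TNF-stimulated DMSO wells and 100% = unstimulated control wells; not every result past the cut was called active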
MRP-1 activ: H69AR viability gain despite doxorubicin, primary screen, MRP-1 activator project, H69AR cells, CellTiter-Glo; viability increase, % at 10 µM; 140,000 tested, 0.61% active; AID 799, 2007; viability rescue;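 active = viability gain under doxorubicin at or above a set limit, the compound median plus 3 SD, cut at about 4.7% in these data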;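 note: MRP-1 overexpressing cells given doxorubicin 25 µM after compound pretreatment; 18-22 h compound pretreatment then 72 h with doxorubicin before readout; 0% = doxorubicin-only wells and 100% = vehicle-treated cells without doxorubicin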
BB579 growth dn: growth inhibitors of yeast BB579 in restrictive medium, primary screen, yeast lifespan-shortening project, S. cerevisiae; OD615, 48 h; inhibition, % at 10 µM; 140,000 tested, 0.51% active; AID 804, 2007;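 active = inhibition above a set limit, 3 SD over the mean compound inhibition, cut at about 44% in these data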; note: inactives centre near -24
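System: DeaD yeast strain BB579; buffer or medium: CSMM-D dextrose restrictive medium; technique: OD at 615 nm; schedule: 4 h cell preincubation, 48 h compound exposure, 30 °C humidified; doses: single 10 µM dose; controls: amphotericin B 10 µg/mL, positive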
Measles CPE: compounds protecting cells from measles virus cytopathic effect, primary screen, measles RdRp inhibitor project, single point, MLSMR library, absorbance. Measles virus-infected cells, CPE protection. protection (pct of control), % at 4 µM. 140,000 tested, 1.5% active. AID 841, 2007; in the data active = protection mostly above about 24%, no sharp cut-off; inactive = mostly below about 26%; note: some compounds called inactive have numbers as strong as hits
Phagocytosis inh: inhibitors of macrophage phagocytosis, primary screen, imaging, J774A.1 cells, IgG beads; AID 1029, 2008; inhibition, % at 5 µM; J774A.1 macrophage IgG-bead phagocytosis; 110,000 tested, 0.07% active;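 active = inhibition above the mean of the plate negative controls plus 5 SD, cut at about 13% in these data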;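 note: phagocytic index as fraction of beads internalized from green versus red external bead signal; plate controls were DMSO negative control for no effect and cytochalasin-D positive control for full effect; some results beyond the cut were filed as inactive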
NPY-Y2 antag: NPY-Y2 receptor antagonists, primary screen, cell-based | Neuropeptide Y receptor type 2 (Homo sapiens), P49146 | NPY-Y2 expressing cells, antagonist mode | inhibition, % at 2.7 µM | 140,000 tested, 0.99% active; in the data active = inhibition above about 17%;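 note: 0% = vehicle with agonist challenge and 100% = reference antagonist with challenge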
Target sequence (P49146 whole entry, looked up): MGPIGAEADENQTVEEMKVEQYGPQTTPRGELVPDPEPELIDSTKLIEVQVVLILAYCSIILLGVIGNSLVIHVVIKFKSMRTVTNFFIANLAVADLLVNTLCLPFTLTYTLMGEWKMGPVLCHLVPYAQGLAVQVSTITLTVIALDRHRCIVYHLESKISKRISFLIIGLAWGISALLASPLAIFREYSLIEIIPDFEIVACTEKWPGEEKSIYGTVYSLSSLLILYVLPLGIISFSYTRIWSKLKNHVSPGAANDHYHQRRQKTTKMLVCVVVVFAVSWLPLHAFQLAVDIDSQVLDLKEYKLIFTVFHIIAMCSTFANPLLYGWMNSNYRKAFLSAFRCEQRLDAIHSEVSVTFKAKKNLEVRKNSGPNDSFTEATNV
HCT116 bCat-KO: primary screen for growth suppressors in beta-catenin knockout HCT116 cells (colon tumor, human) | HCT116 beta-catenin knockout viability, CellTiter-Glo, 60 h; hits give low values | AID 818, 2007 | 140,000 tested, 1.5% active | viability, % at 10 µM;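 active = viability at or under a set limit, the compound median less 4 SD, cut at about 6% in these data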;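 note: 0% = Hyamine 1622 control at 20 µM and 100% = untreated cell control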
GALR2 antag: GALR2 antagonists in receptor-expressing cells, primary screen; 140,000 tested, 0.39% active; antagonist mode; AID 828, 2007; inhibition, % at 4 µM; in the data active = inhibition above about 27%;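 note: cells stimulated with galanin 1-16 at roughly its EC80; 0% = agonist challenge control and 100% = basal control without agonist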
Target sequence (O43603 whole entry, looked up): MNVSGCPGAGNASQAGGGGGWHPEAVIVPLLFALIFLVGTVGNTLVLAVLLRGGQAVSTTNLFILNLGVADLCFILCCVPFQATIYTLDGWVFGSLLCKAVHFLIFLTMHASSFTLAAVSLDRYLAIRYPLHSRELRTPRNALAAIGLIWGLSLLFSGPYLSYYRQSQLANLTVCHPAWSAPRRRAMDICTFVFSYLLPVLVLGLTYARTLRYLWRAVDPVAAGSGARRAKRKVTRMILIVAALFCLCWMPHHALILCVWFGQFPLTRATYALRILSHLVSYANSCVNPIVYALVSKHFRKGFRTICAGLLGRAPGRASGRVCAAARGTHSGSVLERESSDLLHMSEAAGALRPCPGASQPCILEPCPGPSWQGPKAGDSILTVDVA
PTEN del growth: growth suppression of PTEN-null HCT116, primary screen, cell-based, CellTiter-Glo. 140,000 tested, 1.2% active. viability, % at 10 µM. HCT116 PTEN-null viability, 60 h; hits give low values;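 active = viability at or below a set limit, 4 SD under the median of all tested compounds, cut at about 3.7% in these data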;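 note: PTEN knockout HCT116 line with beta catenin targeted HCT116 as companion control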
Yeast life ext: compounds extending yeast replicative lifespan, primary screen, S. cerevisiae, OD615; inhibition of the nicotinamide effect, % at 10 µM; AID 775, 2007; 130,000 tested, 0.68% active; S. cerevisiae growth with nicotinamide; deaD strain in restrictive glucose medium;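 active = inhibition above a set limit, placed 3 SD over the median of all compounds, cut at about 26% in these data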;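 note: 0% = nicotinamide-treated wells and 100% = cells grown without nicotinamide; some compounds called inactive have numbers as strong as hits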
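Test system – modified budding yeast, DeaD strain · Compound – single dose 10 µM compound, 0.25% DMSO · Times – culture preincubation 4 h, compound exposure 48 h, both 30 °C · Detection – optical density (absorbance) at 615 nm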
* hit, by the source's call; · = no result given.

mol | E-sel TNF inh | MRP-1 activ | BB579 growth dn | Measles CPE | Phagocytosis inh | NPY-Y2 antag | HCT116 bCat-KO | GALR2 antag | PTEN del growth | Yeast life ext
COCCSc1ccccc1C(=O)N1CCN(Cc2ccc3c(c2)OCO3)CC1 | 2 | -3.1 | 2 | 51* | -4 | 5 | 93 | 0 | 89 | -7
CCN(CC)S(=O)(=O)c1ccc(N=NC2=C(O)CC(C)(C)CC2=O)cc1 | 16 | -3.0 | 2 | 27 | -8 | -1 | 77 | 15 | 96 | 3
CCN1c2ccccc2-c2nc3ccccc3n2C1c1ccccn1 (stereo not given) | -1 | -0.2 | -51 | 10 | -4 | 11 | 84 | -4 | 95 | -3
CC(NC(=O)c1sc2cc([N+](=O)[O-])ccc2c1Cl)C(C)(C)C (stereo not given) | · | -4.7 | 34 | 18 | 10 | 5 | 70 | 3 | 51 | -3
CC(Cl)C(=O)NNc1cccc(Cl)n1 (stereo not given) | 13 | -2.8 | -26 | 4 | · | 1 | 94 | 1 | 82 | -18
COc1ccc(C(=O)CN2CCN(S(=O)(=O)c3cccc([N+](=O)[O-])c3)CC2)cc1 | · | 0.0 | 3 | · | · | 0 | 77 | -7 | 80 | 10
CC(C)(C)C(=O)NC1CCN(C(=O)N2CCCC2)CC1 | -11 | -0.7 | -8 | 21 | -1 | -1 | 97 | -9 | 100 | -7
CCOc1ccc2[nH]c(C)c(CN3CCN(C)CC3)c(=O)c2c1 | 12 | -2.2 | -41 | 5 | -1 | 4 | 93 | -5 | 95 | -20
COc1ccc(C2C(C(=O)c3sc(C)nc3C)=C(O)C(=O)N2CCCn2ccnc2)cc1OC (stereo not given) | -36 | -2.1 | 3 | 5 | · | 1 | 99 | -5 | 83 | -4
CCCCCn1c(=O)[nH]c2c(c1=O)CCC2 | · | -0.2 | -27 | 6 | 0 | 1 | 105 | 5 | 104 | -10
CCO/N=C(/C)c1c(O)cc(C(C)(C)C)n(-c2ccccc2)c1=O | · | -0.1 | -29 | 19 | 5 | 1 | 88 | -2 | 94 | 7
CCOCCn1c(-c2ccc(OC)cc2)nc2ccccc21 | 19 | -3.9 | -30 | 19 | 0 | 6 | 90 | -2 | 90 | -5
O=C(COc1ccccc1Cl)NC(=S)Nc1cccc(NC(=O)c2ccccc2Cl)c1 | -4 | -0.7 | -20 | 6 | · | 1 | 91 | -6 | 103 | -4
O=C(CSc1cccc2cccnc12)NCc1ccco1 | · | -0.5 | -26 | 6 | · | -2 | 94 | 5 | 100 | -16
COC(=O)c1cc(COc2ccc3c(c2)oc(=O)c2ccccc23)c(C)o1 | 7 | -5.0 | -28 | 9 | · | 7 | 28 | 12 | 47 | -24
COc1cccc(OCCOCCNCCO)c1 | · | -1.0 | -31 | 21 | 0 | 0 | 80 | -16 | 87 | -6
CC1C(=O)CCCCCCCCCC2C1(N1CCOCC1)CS2(=O)=O (stereo not given) | 13 | -1.1 | -35 | 11 | · | 2 | 79 | 14 | 84 | ·
COc1ccccc1C1C2=C(N=C3SCC(=O)N31)c1ccccc1CC2 (stereo not given) | -15 | -1.4 | -60 | 9 | 1 | 0 | 92 | -11 | 97 | -9
O=C1CC(c2ccsc2)c2cc3c(cc2N1)OCCO3 (stereo not given) | -16 | -5.0 | 24 | 5 | -2 | 2 | 62 | 8 | 72 | -10
CC1=CC(=O)C(C(C)C)=C/C1=N/OC(=O)c1cccc([N+](=O)[O-])c1 | -6 | -5.1 | -39 | 5 | 2 | 2 | 51 | 1 | 60 | -1
Cc1ccc(N2C(=O)[C@@H]3[C@H](C2=O)C2CCCN2[C@@H]3C(=O)c2ccccc2)cc1 (stereo not given in full) | -14 | -0.9 | -22 | 5 | 2 | -1 | 91 | 0 | 83 | 15
COc1cc(NC(=O)c2c3c(nc4ccccc24)CCC3)cc(OC)c1 | -45 | -0.7 | -38 | 15 | · | 0 | 95 | 6 | 97 | -10
CN=CC1=C(O)CC(C)(C)CC1=O | -17 | -0.9 | -39 | 4 | -4 | -1 | 92 | 13 | 84 | 0
O=C(COc1ccc2c(c1)CCC2)N1CCN(c2cccc(C(F)(F)F)c2)CC1 | · | 0.4 | -24 | 5 | -5 | 17 | 86 | -3 | 93 | 3
CCC(C)NC(=O)CSc1nnc(-c2cc(-c3ccc(C)cc3)nc3ccccc23)n1N (stereo not given) | 20 | -1.8 | -28 | 19 | -1 | -3 | 77 | 1 | 67 | -9
CCc1cc2cc(C)ccc2nc1SCC(=O)N1CCN(C(=O)c2ccco2)CC1 | -19 | -2.2 | -31 | 42 | -5 | 1 | 108 | -4 | 102 | -10
C=CCOc1ccc(CNCCO)cc1OCC | -15 | 0.3 | -6 | 12 | -11 | 4 | 97 | 17 | 103 | 5
CC1(C)Cc2c(sc3nc4n(c(=O)c23)CCC4)CO1 | -9 | -1.5 | -33 | 11 | -1 | -2 | 96 | -9 | 105 | -23
O=C(Oc1ccccc1Cl)c1ccccc1P(=O)(O)O | 7 | -0.2 | -31 | 19 | -1 | 1 | 99 | 6 | 110 | -5
Cc1ccc(C)c(NC(=S)N2CCCCCC2)c1 | · | -3.3 | -1 | 9 | · | 3 | 92 | -9 | 101 | ·

One compound at a time, from the list above.
`Cc1ccc(C)c(NC(=S)N2CCCCCC2)c1` across the screens: E-sel TNF inh = ·; MRP-1 activ = -3.3; BB579 growth dn = -1; Measles CPE = 9; Phagocytosis inh = ·; NPY-Y2 antag = 3; HCT116 bCat-KO = 92; GALR2 antag = -9; PTEN del growth = 101; Yeast life ext = ·
`O=C(Oc1ccccc1Cl)c1ccccc1P(=O)(O)O` across the screens: E-sel TNF inh = 7; MRP-1 activ = -0.2; BB579 growth dn = -31; Measles CPE = 19; Phagocytosis inh = -1; NPY-Y2 antag = 1; HCT116 bCat-KO = 99; GALR2 antag = 6; PTEN del growth = 110; Yeast life ext = -5
`Cc1ccc(N2C(=O)[C@@H]3[C@H](C2=O)C2CCCN2[C@@H]3C(=O)c2ccccc2)cc1` (stereo not given in full) across the screens: E-sel TNF inh = -14; MRP-1 activ = -0.9; BB579 growth dn = -22; Measles CPE = 5; Phagocytosis inh = 2; NPY-Y2 antag = -1; HCT116 bCat-KO = 91; GALR2 antag = 0; PTEN del growth = 83; Yeast life ext = 15

The listing picks up, starting two compounds before the break.
mol | E-sel TNF inh | MRP-1 activ | BB579 growth dn | Measles CPE | Phagocytosis inh | NPY-Y2 antag | HCT116 bCat-KO | GALR2 antag | PTEN del growth | Yeast life ext
O=C(Oc1ccccc1Cl)c1ccccc1P(=O)(O)O | 7 | -0.2 | -31 | 19 | -1 | 1 | 99 | 6 | 110 | -5
Cc1ccc(C)c(NC(=S)N2CCCCCC2)c1 | · | -3.3 | -1 | 9 | · | 3 | 92 | -9 | 101 | ·
C=C(C)CNC(=S)NNC(=O)c1ccc(Br)cc1 | · | -1.3 | -7 | 17 | · | 2 | 85 | -6 | 90 | -1
CCC1CCCCN1C(=O)Cn1c(=O)n(CCC(=O)NCc2ccco2)c(=O)c2sccc21 (stereo not given) | -11 | -2.8 | -22 | 4 | 0 | 0 | 93 | -5 | 98 | -4
O=C(COC(=O)CCSc1ccccc1Cl)Nc1ccc(F)cc1F | -4 | -0.7 | -38 | 36 | -8 | 7 | 96 | 1 | 88 | -4
Cc1ccccc1OCC(=O)NC(=S)Nc1ccc(N2CCOCC2)c(Cl)c1 | -13 | -1.0 | -27 | 10 | · | 4 | 97 | -8 | 92 | 1
Cc1cc(C)c(C)c(S(=O)(=O)N2CCN(CC(=O)c3c(N)n(Cc4ccccc4)c(=O)n(C)c3=O)CC2)c1C | · | -4.5 | -5 | 19 | -2 | 2 | 13 | -1 | 7 | 0
COc1ccccc1OCc1ccc(C(=O)NN)cc1 | -9 | 0.6 | -8 | 11 | 0 | 1 | 99 | 6 | 106 | -17
Cc1ccc2cc(C#N)c(SCC(=O)NCC3CCCO3)nc2c1 (stereo not given) | -15 | -1.5 | -82 | 4 | 0 | 5 | 98 | -12 | 105 | -5
Cc1cnc(C(=O)OCC(=O)Nc2cc(Cl)cc(Cl)c2)cn1 | · | -1.4 | -29 | 20 | 0 | 2 | 95 | 1 | 87 | -10
CCN(CC)CCCNC(=O)c1nn(-c2ccc(OC)cc2OC)c(=O)c2ccccc12 | -5 | -0.7 | -26 | 11 | 2 | -3 | 100 | -14 | 102 | -8
CC(C)(C)n1ncc2c(=O)n(CC(=O)NCCc3ccccc3)cnc21 | 3 | 0.7 | -31 | 33 | · | -2 | 89 | -2 | 101 | -3
COc1ccc(N2C(=O)CSC23CCCCC3)cc1 | -32 | -2.7 | -8 | 2 | · | 3 | 90 | 0 | 86 | 0
Cc1cc(NC(=O)CSc2n[nH]c(CC(C)C)n2)no1 | 3 | -0.5 | -34 | 8 | · | 0 | 93 | 9 | 116 | -5
CC(=O)c1sc2nc(-c3cccs3)cc(C(F)(F)F)c2c1N | -15 | -5.6 | -23 | 15 | -3 | 0 | 60 | 22 | 56 | -8
O=C1c2ccccc2C(O)N1Cc1ccco1 (stereo not given) | -7 | -0.5 | -14 | -1 | 2 | 1 | 95 | -4 | 113 | -5
O=C(CSc1nnnn1-c1ccc(Cl)cc1)N1CCc2ccccc2C1 | · | 0.2 | -15 | 4 | 0 | 14 | 94 | -10 | 109 | -11
Cc1ccc(C(C2=C(O)CC(C)(C)CC2=O)C2C(=O)CC(C)(C)CC2=O)o1 (stereo not given) | -46 | -0.3 | -12 | 6 | -3 | 1 | 99 | -9 | 97 | 44*
O=C(O)c1ccc(S(=O)(=O)c2ccc3c(c2)C(=O)N(Cc2ccco2)C3=O)cc1 | 1 | -1.8 | -21 | 11 | 1 | 4 | 90 | -3 | 107 | -13
Cc1ccc(CSc2ccc3nnc(-c4cccnc4)n3n2)cc1 | 9 | -1.6 | -56 | 7 | -12 | 9 | 76 | -14 | 67 | 2

Source: PubChem (several laboratories)
